PREPL inhibitor: human PREPL enzyme inhibition; Q4J6C6; recombinant PREPL, fluorescence polarization activity-based probe; inhibition, % at 5.96 µM; 0.68% of 320,000 active; AID 2751; in the data active = inhibition above about 43%;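 note: 0% = enzyme with DMSO and 100% = wells lacking enzyme; many of its hits are not listed in these tables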
Target sequence (Q4J6C6 whole entry, looked up): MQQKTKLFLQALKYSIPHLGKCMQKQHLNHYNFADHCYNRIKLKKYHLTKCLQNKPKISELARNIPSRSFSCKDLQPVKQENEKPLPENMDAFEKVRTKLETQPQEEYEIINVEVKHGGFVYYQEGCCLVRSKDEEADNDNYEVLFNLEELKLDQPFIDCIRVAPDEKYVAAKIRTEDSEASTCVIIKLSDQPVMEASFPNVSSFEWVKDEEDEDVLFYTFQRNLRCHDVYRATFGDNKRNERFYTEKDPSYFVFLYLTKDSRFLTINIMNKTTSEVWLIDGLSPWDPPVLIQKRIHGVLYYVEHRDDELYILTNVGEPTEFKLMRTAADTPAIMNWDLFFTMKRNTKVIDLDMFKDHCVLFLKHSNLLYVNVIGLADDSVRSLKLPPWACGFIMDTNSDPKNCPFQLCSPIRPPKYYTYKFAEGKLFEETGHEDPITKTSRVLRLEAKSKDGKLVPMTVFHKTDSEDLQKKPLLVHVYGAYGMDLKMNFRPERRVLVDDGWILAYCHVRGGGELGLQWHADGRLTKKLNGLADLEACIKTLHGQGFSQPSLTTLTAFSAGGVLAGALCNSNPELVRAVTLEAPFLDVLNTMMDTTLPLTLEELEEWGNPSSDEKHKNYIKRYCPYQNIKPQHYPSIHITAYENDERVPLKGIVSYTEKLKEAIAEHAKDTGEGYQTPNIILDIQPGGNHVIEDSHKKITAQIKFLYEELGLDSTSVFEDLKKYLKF
Efflux pump mplx: blocks antifungal efflux pumps in multiplex yeast assay; inhibition, % at 10 µM; S. cerevisiae Candida pump triplex, Nile Red efflux; 0.44% of 330,000 active;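 active = plate passing quality check with inhibition over a set limit, or well fluorescence over plate mean plus 4 SD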;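 note: Nile Red retained in pooled yeast measured as flow cytometry median fluorescence; 0% = buffer negative control and 100% = Enniatin B positive control; higher means more Nile Red kept so more efflux inhibition; some compounds called inactive have numbers as strong as hits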
* hit, by the source's call. These rows are one share of the data. The share of hits here may be higher or lower than overall.

COc1ccc(S(N)(=O)=O)cc1C(=O)OCC(=O)N1c2ccccc2NC(=O)C1(C)C was read as PREPL inhibitor 1 and Efflux pump mplx -0.1.
Screening NC(=O)NC(Cc1ccccc1)C(=O)NNC(=O)COc1ccccc1Cl (configuration not stated) returned PREPL inhibitor -1 and Efflux pump mplx 0.1.
For O=S(=O)(c1ccc(Cl)nc1)N1CCOCC1 the results were PREPL inhibitor 1 and Efflux pump mplx 0.1.
For O=C(NCC(c1ccco1)N1CCCCC1)c1cnc(Cl)c(Cl)c1 (configuration not stated) the results were PREPL inhibitor 3 and Efflux pump mplx 0.0.
For O=[N+]([O-])c1ccccc1S(=O)(=O)N1CCN(S(=O)(=O)c2ccc3c(c2)OCCO3)CC1 the results were PREPL inhibitor 13 and Efflux pump mplx -0.5.
For CCN(C[C@H]1N[C@@](C)(C(=O)OC)[C@H]2C(=O)N(Cc3ccccc3)C(=O)[C@@H]12)C(=O)c1ccccc1 the results were PREPL inhibitor 6 and Efflux pump mplx 0.1.
For O=C(CSc1nc2ccccc2o1)NC1CCS(=O)(=O)C1 (configuration not stated) the results were PREPL inhibitor 14 and Efflux pump mplx 0.0.
`O=C(CNC(=O)c1ccc(Cl)cc1Cl)OCCOc1ccccc1F` gave PREPL inhibitor 3 and Efflux pump mplx -0.3.
Screening Cc1ccc(OCCNC(=O)CNC(=O)c2ccc(Cl)c([N+](=O)[O-])c2)cc1 returned PREPL inhibitor -3 and Efflux pump mplx 0.0.
`C#CCOCCOCCOCCNc1nc(N2CCOCC2)nc(N2CCN(C(=O)[C@H](CC(N)=O)n3cc([C@@H](N)C(C)C)nn3)CC2)n1` gave PREPL inhibitor 0 and Efflux pump mplx 0.0.
For CC(C)CC(=O)N[C@H](C(=O)N[C@H](C(=O)N[C@@H](CC(C)C)[C@@H](O)CC(=O)N[C@@H](C)C(=O)N[C@@H](CC(C)C)[C@@H](O)CC(=O)O)C(C)C)C(C)C the results were PREPL inhibitor -6 and Efflux pump mplx 0.1.
For C[C@@H](OC(=O)c1[nH]cnc1C(=O)N1CCc2ccccc2C1)c1ccccc1 the results were PREPL inhibitor 0 and Efflux pump mplx -0.2.

In the list so far, two contain two or more sulfur atoms:
For O=[N+]([O-])c1ccccc1S(=O)(=O)N1CCN(S(=O)(=O)c2ccc3c(c2)OCCO3)CC1 the results were PREPL inhibitor 13 and Efflux pump mplx -0.5.
For O=C(CSc1nc2ccccc2o1)NC1CCS(=O)(=O)C1 (configuration not stated) the results were PREPL inhibitor 14 and Efflux pump mplx 0.0.

Remaining list, next part:
For CN(C(=O)CSc1ncnc2sc3c(c12)CCCC3)C1CCS(=O)(=O)C1 (configuration not stated) the results were PREPL inhibitor 20 and Efflux pump mplx -0.4.
Screening O=C(COc1ccc(-n2cnnn2)cc1)Nc1ccc(Br)cc1F returned PREPL inhibitor -7 and Efflux pump mplx -0.1.
Screening Cc1ccc(NC(=O)c2nc[nH]c2C(=O)NCCN(CCNC(=O)c2[nH]cnc2C(=O)Nc2ccc(C)cc2)CCNC(=O)c2[nH]cnc2C(=O)Nc2ccc(C)cc2)cc1 returned PREPL inhibitor 5 and Efflux pump mplx 0.1.
C[C@H](CO)N1C[C@H](C)[C@H](CN(C)S(=O)(=O)c2ccccc2)Oc2c(NS(C)(=O)=O)cccc2C1=O was read as PREPL inhibitor 15 and Efflux pump mplx -0.5.
`CCC(C)Sc1cc(-c2nc3ccc(Cl)cn3c2NC2CCCCC2)ccc1OC` (configuration not stated) gave PREPL inhibitor 12 and Efflux pump mplx -0.2.
COc1ccc(/C=C/C(=O)OCC(=O)Nc2ncc(Cl)cc2Cl)cc1 was read as PREPL inhibitor 17 and Efflux pump mplx 0.1.
`CS(=O)(=O)c1ccccc1C(=O)Nc1ccc(S(=O)(=O)N2CCCC2)cc1` gave PREPL inhibitor 10 and Efflux pump mplx 0.0.
Cn1c(N)c(C(=O)COC(=O)Cc2ccc(Cl)c(Cl)c2)c(=O)n(C)c1=O was read as PREPL inhibitor 21 and Efflux pump mplx -0.2.
`C[C@@H]1CN([C@H](C)CO)C(=O)c2cc(NS(=O)(=O)c3cn(C)cn3)ccc2O[C@H]1CN(C)C(=O)Nc1ccccc1` gave PREPL inhibitor 0 and Efflux pump mplx -0.2.
`Fc1ccc2cnc(-c3ccccc3)c(-c3cc(C(F)(F)F)cc(C(F)(F)F)c3)c2c1` gave PREPL inhibitor -5 and Efflux pump mplx -0.2.
For C[C@H](CO)N1C[C@H](C)[C@@H](CN(C)S(=O)(=O)c2ccc(F)cc2)Oc2ccc(NC(=O)Nc3ccccc3)cc2C1=O the results were PREPL inhibitor -1 and Efflux pump mplx 0.2.
`CC(NC(=O)COC(=O)c1ccc(S(=O)(=O)N2CCOCC2)cc1)c1ccccc1` (configuration not stated) gave PREPL inhibitor -6 and Efflux pump mplx 0.0.
`O=C(COC(=O)/C=C/c1ccc(Cl)cc1Cl)NCC1CCCO1` (configuration not stated) gave PREPL inhibitor 24 and Efflux pump mplx 0.3.
N#Cc1ccccc1S(=O)(=O)N1CCN(C(=O)Cc2n[nH]c(=O)c3ccccc23)CC1 was read as PREPL inhibitor 1 and Efflux pump mplx 0.1.
Screening O=C1C=CN2CCCCC2CC1 (configuration not stated) returned PREPL inhibitor 28 and Efflux pump mplx 0.0.
`O=C(CCC1CCCCC1)NC1CCCCC1` gave PREPL inhibitor 13 and Efflux pump mplx 0.3.
Cc1ccc(C)c(S(=O)(=O)N2CCN(C(=O)[C@H](Cc3ccccc3)NC(=O)c3ccco3)CC2)c1 was read as PREPL inhibitor 43 and Efflux pump mplx 0.2.
`C[C@H](CO)N1C[C@H](C)[C@@H](CN(C)S(=O)(=O)c2cn(C)cn2)Oc2ccc(NC(=O)Nc3ccc4c(c3)OCO4)cc2C1=O` gave PREPL inhibitor 16 and Efflux pump mplx -0.2.
For COc1ccc(/C=C/C(=O)NNC(=O)C(C)Oc2ccccc2F)cc1OC (configuration not stated) the results were PREPL inhibitor 7 and Efflux pump mplx -0.1.
C[C@H](CO)N1C[C@H](C)[C@H](CN(C)Cc2ccc(Oc3ccccc3)cc2)Oc2ccc(NC(=O)Nc3cccc4ccccc34)cc2CC1=O was read as PREPL inhibitor 26 and Efflux pump mplx 0.4.
CSc1ccccc1NC(=O)COc1ccc2c(c1)OCO2 was read as PREPL inhibitor 16 and Efflux pump mplx 0.0.
CCOC(=O)C1CCCN(S(=O)(=O)NC[C@H]2O[C@@H](n3cnc4c(N)ncnc43)[C@H](O)[C@@H]2O)C1 (some centres not stated) was read as PREPL inhibitor 7 and Efflux pump mplx 0.0.
Cc1ccc(S(=O)(=O)N2[C@@H](c3ccc(Br)cc3)C(C(=O)O)=C[C@H]2C(C)(C)C)cc1 was read as PREPL inhibitor 16 and Efflux pump mplx -0.3.
For COc1cc(C(C)=O)ccc1OCC(=O)Nc1cc(C)on1 the results were PREPL inhibitor 16 and Efflux pump mplx 0.1.
For COc1ccc(NC(=O)N(C)C[C@@H]2Oc3c(NC(=O)Nc4c(C)noc4C)cccc3C(=O)N([C@@H](C)CO)C[C@@H]2C)cc1 the results were PREPL inhibitor 10 and Efflux pump mplx 0.1.
For CCOc1cc(N2CCOCC2)c(OCC)cc1NC(=O)c1cccc(S(=O)(=O)N2CCOCC2)c1 the results were PREPL inhibitor 25 and Efflux pump mplx 0.8.
`C[C@@H]1CN([C@@H](C)CO)C(=O)Cc2cc(NC(=O)Nc3ccc(F)cc3)ccc2O[C@@H]1CN(C)Cc1ccc(Cl)c(Cl)c1` gave PREPL inhibitor 14 and Efflux pump mplx 0.2.
CC1(C)C[C@@H](O)[C@]2(C)CC[C@]3(C)C(=CCC4[C@@]5(C)CC[C@H](O)[C@](C)(CO)C5CC[C@]43C)[C@@H]2C1 (some centres not stated) was read as PREPL inhibitor 3 and Efflux pump mplx 0.4.
`O=C(COc1ncnc2ccccc12)NC1CCCC1` gave PREPL inhibitor 15 and Efflux pump mplx -0.1.
`CN(C(=O)c1cccc(NC(=O)Cc2cccc([N+](=O)[O-])c2)c1)C1CCC1` gave PREPL inhibitor 9 and Efflux pump mplx -0.1.
O=C(C[C@@H]1C/C=C/CC[C@@H](Cc2ccc(F)cc2)C(=O)OCCNC1=O)N[C@H](CO)Cc1ccccc1 was read as PREPL inhibitor 24 and Efflux pump mplx -0.2.
For O=S(=O)(NCc1ccco1)c1ccc(Cl)s1 the results were PREPL inhibitor 1 and Efflux pump mplx 0.1.
`CC(C)(C)OC(=O)[C@H](CCCCN)NC(=O)c1[nH]cnc1C(=O)N[C@@H](Cc1ccccc1)C(=O)OCc1ccccc1` gave PREPL inhibitor -25 and Efflux pump mplx 0.6.
`O=C(Nc1ccccc1N1CCOCC1)c1ccc([N+](=O)[O-])s1` gave PREPL inhibitor 4 and Efflux pump mplx 0.0.
For O=C(COC(=O)/C=C/c1cccc(F)c1)NC(=O)NCc1ccccc1 the results were PREPL inhibitor 0 and Efflux pump mplx 0.1.
O=C(COC(=O)CNC(=O)c1ccc(Cl)cc1)Nc1ccc(Cl)cn1 was read as PREPL inhibitor 11 and Efflux pump mplx 0.0.

Random excerpt: 2 entries already listed, in no set order.
For COc1ccc(NC(=O)N(C)C[C@@H]2Oc3c(NC(=O)Nc4c(C)noc4C)cccc3C(=O)N([C@@H](C)CO)C[C@@H]2C)cc1 the results were PREPL inhibitor 10 and Efflux pump mplx 0.1.
O=C(COC(=O)CNC(=O)c1ccc(Cl)cc1)Nc1ccc(Cl)cn1 was read as PREPL inhibitor 11 and Efflux pump mplx 0.0.

Returning to the listing, starting three compounds before the break.
`O=C(Nc1ccccc1N1CCOCC1)c1ccc([N+](=O)[O-])s1` gave PREPL inhibitor 4 and Efflux pump mplx 0.0.
For O=C(COC(=O)/C=C/c1cccc(F)c1)NC(=O)NCc1ccccc1 the results were PREPL inhibitor 0 and Efflux pump mplx 0.1.
O=C(COC(=O)CNC(=O)c1ccc(Cl)cc1)Nc1ccc(Cl)cn1 was read as PREPL inhibitor 11 and Efflux pump mplx 0.0.
`Cn1nnnc1Sc1ncnc2scc(Br)c12` gave PREPL inhibitor 18 and Efflux pump mplx 0.2.
C[C@H](CO)N1C[C@H](C)[C@@H](CN(C)C(=O)Nc2ccccc2)Oc2c(NS(=O)(=O)c3ccc(F)cc3)cccc2C1=O was read as PREPL inhibitor 19 and Efflux pump mplx 3.6.
Screening CCCC1(CCC)NC(=O)N(CC(=O)Nc2ccc(Cl)c(S(=O)(=O)N3CCOCC3)c2)C1=O returned PREPL inhibitor 6 and Efflux pump mplx 0.4.
Cn1c(SCC(=O)NC(=O)Cc2ccccc2)nnc1-c1ccc(F)cc1 was read as PREPL inhibitor 13 and Efflux pump mplx -0.1.
For O=C(CSc1ncc(C(F)(F)F)cc1Cl)N1CCNC1=O the results were PREPL inhibitor 6 and Efflux pump mplx 0.1.
NS(=O)(=O)c1ccc(CCNC(=S)NC(=O)c2ccccc2Br)cc1 was read as PREPL inhibitor 6 and Efflux pump mplx 0.6.
Cc1ccc(NC(=O)CN(C)C(=O)CSc2nccn2C)cc1 was read as PREPL inhibitor 17 and Efflux pump mplx 0.1.
`COc1ccc(C(C)=NNC(=O)c2cccc(S(=O)(=O)N3CCCC3)c2)cc1` gave PREPL inhibitor 13 and Efflux pump mplx 0.3.
For O=C(C[C@@H]1C/C=C\C[C@H](Cc2ccc(F)cc2)C(=O)OC[C@H]2CCCN2C1=O)N[C@H](CO)Cc1ccccc1 the results were PREPL inhibitor 46* and Efflux pump mplx 0.5.
For CCOc1ccc(S(=O)(=O)N2CCN(C(=O)c3cc4ccccc4o3)CC2)cc1 the results were PREPL inhibitor -9 and Efflux pump mplx -0.1.
Screening Nn1c(SCC(=O)Nc2cccc(Br)c2)nnc1C1CC1 returned PREPL inhibitor -9 and Efflux pump mplx -0.1.
`C=CC[C@H](CC(=O)N(CCO)Cc1ccccc1)C(=O)N[C@@H](COC(=O)[C@H](CC=C)CC(=O)OC(C)(C)C)Cc1c[nH]c2ccccc12` gave PREPL inhibitor 19 and Efflux pump mplx 0.7.
Screening CN(Cc1ccc(F)cc1)C(=O)CN1C(=O)c2ccccc2S1(=O)=O returned PREPL inhibitor 20 and Efflux pump mplx 0.3.
`COc1ccc(NS(=O)(=O)c2cccc(C(=O)NN=Cc3ccc(OC)cc3OC)c2)cc1` gave PREPL inhibitor 4 and Efflux pump mplx 0.1.
`NC(=O)C1CCN(C(=O)c2cc(-c3ccccc3Cl)nc3ccccc23)CC1` gave PREPL inhibitor 29 and Efflux pump mplx -0.3.
`CC(C)(C)OC(=O)C[C@H]1C/C=C\C[C@@H](CC(=O)N(CCO)Cc2ccccc2)C(=O)N[C@@H](c2ccccc2)COC1=O` gave PREPL inhibitor 12 and Efflux pump mplx 0.3.
For Cc1c(C2(O)CCCCC2)[nH]c2ccc(C#N)cc12 the results were PREPL inhibitor 2 and Efflux pump mplx 0.1.
`O=C(Nc1ccc(N2CCOCC2)c(S(=O)(=O)Nc2ccccc2Cl)c1)c1ccc(F)cc1` gave PREPL inhibitor 9 and Efflux pump mplx 0.1.
O=C(NN=Cc1ccccc1C(=O)O)c1cccc(S(=O)(=O)Nc2cccc(C(F)(F)F)c2)c1 was read as PREPL inhibitor 12 and Efflux pump mplx 0.3.
For COc1ccccc1NS(=O)(=O)c1ccc(N2CCOCC2)c(N)c1 the results were PREPL inhibitor -6 and Efflux pump mplx 0.1.
For COc1cc(OC)cc(C(=O)N[C@H](C(=O)OCC(=O)c2ccc(C)c([N+](=O)[O-])c2)C(C)C)c1 the results were PREPL inhibitor 3 and Efflux pump mplx 0.3.
`COc1ccc(C(=O)Nc2cc(S(=O)(=O)N3CCCC3)ccc2Cl)cc1` gave PREPL inhibitor 17 and Efflux pump mplx -0.3.
Screening CCN(CC(=O)Nc1ccccc1OC)Cc1csc(CC(=O)Nc2ccc(C)cc2)n1 returned PREPL inhibitor -1 and Efflux pump mplx 0.5.
For O=C(CN1C(=O)NC2(CCCCCC2)C1=O)NCc1ccccc1Cl the results were PREPL inhibitor -8 and Efflux pump mplx -0.1.
`CN(c1ccccc1)S(=O)(=O)c1cccc(C(=O)OCC(=O)NCc2ccccc2)c1` gave PREPL inhibitor 12 and Efflux pump mplx -0.2.
